VEEV TC-83 Vero = inhibitors of VEEV TC-83 cytopathic effect, confirmation, Vero cells (AID 588727); Vero cells, VEEV TC-83 cytopathic effect inhibition; higher % means a stronger effect; one-dose inhibition, % at 20 µM; IC50 in µM for titrated hits; hit rate 0.13% among 350,000; in the data active = a potency from the dose series; inconclusive = inhibition mostly from about 14% at the one dose, without a potency; inactive = the rest, 99 in 100 with inhibition below about 12%; also: strong numbers were not always called active
Salmonella PhoP GFP = PhoP regulon inhibitors, Salmonella typhi PhoP promoter GFP reporter, confirmatory (AID 1850) | hit rate 0.33% among 310,000 | Salmonella Typhi PhoP-promoter GFP reporter, fluorescence, 4 h; higher % means a stronger effect | one-dose inhibition, % at 50 µM; IC50 in µM for titrated hits; in the data active = a potency from the dose series; inconclusive = inhibition mostly from about 25% at the one dose, without a potency; inactive = the rest, 99 in 100 with inhibition below about 19%;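 also: 0% = induced wells with vehicle and 100% = uninduced wells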
H37Rv inhibition = M. tuberculosis growth inhibition, HTS (AID 449762); M. tuberculosis H37Rv growth inhibition, 7H9 media; higher % means a stronger effect; one-dose inhibition, % at 25 µM; IC50 in µM for titrated hits; hit rate 0.59% among 330,000; in the data active = a potency from the dose series; inconclusive = inhibition above about 70% without an active follow-up result;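 also: bacterial growth assessed after seven days of incubation; strong numbers were not always called active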
tuberculosis growth = growth inhibition of non-replicating M. tuberculosis (AID 488890). Mycobacterium tuberculosis non-replicating, growth inhibition; higher % means a stronger effect. inhibition, % at 25 µM; hits with a dose series show IC50 in µM. hit rate 0.39% among 320,000; in the data active = a potency from the dose series; inconclusive = inhibition mostly from about 82% at the one dose, without a potency; inactive = the rest, 99 in 100 with inhibition below about 76%;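 also: plate controls were DMSO cells for no effect and high antibiotic wells for full effect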
influenza NS1A = H1N1 influenza NS1A inhibitors, functional cell based assay (AID 504329). inhibition, % at 12.5 µM; hits with a dose series show IC50 in µM. hit rate 0.3% among 340,000. NS1A functional cell-based assay, percent inhibition; higher % means a stronger effect; in the data active = a potency from the dose series; inconclusive = inhibition above about 27% without an active follow-up result; also: strong numbers were not always called active
VEEV TC-83 Vero 10K pilot screen = further read-out of VEEV TC-83 Vero, marked with its call; inhibition, %; measured here: 10K pilot screen inhibition
* hit, by the source's call; i = inactive; ? = inconclusive; . = not tested or not shown; & = joins results of further samples.

SMILES	VEEV TC-83 Vero	Salmonella PhoP GFP	H37Rv inhibition	tuberculosis growth	influenza NS1A	others
CCOc1ccc(S(=O)(=O)N2CCNC(=O)C2)cc1	0.2%	.	3.1%	-24.9%	1.0%
COc1ccc(NC(=O)c2cc(-c3ccco3)nc3ccccc23)cc1S(=O)(=O)N1CCOCC1	1.2%	-17.4%	-3.7%	14.4%	18.3%
COc1ccccc1/C=C/C(=O)Nc1ccc(S(=O)(=O)Nc2cc(C)on2)cc1	1.4%	-9.1%	5.01µM*	62.6%	17.4%
COC(=O)C1C/C(=N\NS(=O)(=O)c2ccc(C)cc2)c2sccc2C1 (centres undefined)	1.1%	-1.8%	1.5%	16.0%	3.9%
COc1cc(C#Cc2c(-c3ccccc3)n(C)c3ccccc23)cc(OC)c1	9.1%	-3.5%	1.6%	58.4%	6.0%
O=C(CSc1nc2c(sc3ccccc32)c(=O)n1CCCN1CCOCC1)NC1CCCC1	i	-4.5%	6.7%	22.7%	-1.1%
O=C1c2ccccc2C(=O)N1CCc1c[nH]c2ccccc12	5.2%	1.9%	0.1%	-0.7%	-4.0%
NC(=O)c1nsc(C(=O)N(Cc2ccccc2Cl)C(C(=O)NCC2CCCO2)c2ccc(O)cc2)c1N (centres undefined)	1.7%	.	.	.	-3.1%
O=C(NCCCn1ccnc1)c1cccc(S(=O)(=O)Nc2ccc(Br)cc2)c1	i	5.6%	2.8%	14.5%	-3.3%
Cc1ccc(C(=O)OCC(=O)c2c[nH]c3ccccc23)cc1S(=O)(=O)N1CCCCC1	2.9%	8.5%	8.9%	7.4%	4.0%
COc1cccc(CNC(=O)C2CCN(c3cnccn3)CC2)c1	i	-5.3%	-11.2%	-3.9%	0.6%
O=C(O)c1ccccc1N=Cc1c(O)n(-c2nccs2)c(=O)c2ccccc12	1.1%	10.3%	-1.5%	-3.3%	0.1%
CC(C)C[C@H]1CN=C(Nc2ccccc2)N1CCc1cccc(F)c1	i	.	2.5%	6.6%	14.7%
COc1ccc(Nc2nc3ccc(C)cc3cc2C#N)c(OC)c1	i	-0.1%	5.8%	27.7%	1.8%
O=C(O)c1ccccc1Nc1cccc(C(F)(F)F)c1	0.6%	-5.2%	-4.7%	40.4%	-1.3%
COc1ccc(-c2noc(CCC(=O)N3CCN(c4cccc(C(F)(F)F)c4)CC3)n2)cc1	3.0%	13.4%	-5.0%	18.9%	-2.8%
Cn1cc(P(=O)(N2CCOCC2)N2CCOCC2)cc1P(=S)(N1CCOCC1)N1CCOCC1	i	4.1%	0.0%	1.5%	-7.8%
CCC(C)NC(=O)CCn1c(-c2ccccc2)cc(C(C)=O)c1C (centres undefined)	1.7%	-7.1%	-3.5%	-11.8%	3.4%
CCOc1cc2c(cc1OCC)-n1cccc1C(c1ccc(OC)c(O)c1)NC2 (centres undefined)	0.2%	-2.8%	20.0%	9.1%	10.0%
Nc1c(C(=O)Nc2cccc(F)c2)nnn1-c1ccc2c(c1)OCCO2	1.5%	10.9%	7.4%	-2.8%	3.3%
CCCc1cc(=O)[nH]c(SCCOC(=O)c2ccccc2)n1	4.0%	-7.2%	-4.0%	22.1%	0.7%
Cn1c(N)c(C(=O)/C=C/c2ccccc2)c(=O)[nH]c1=O	2.0%	-9.0%	-2.0%	-8.4%	-6.0%
Cc1ccc(S(=O)(=O)N(C)CC(=O)Nc2nnc(CC(C)C)s2)cc1	3.2%	-2.1%	2.7%	1.8%	-8.8%
N#CC1=C(N)Oc2cc(N)ccc2C1c1ccc(Cl)cc1 (centres undefined)	1.0%	-9.3%	-8.1%	-14.6%	-6.7%
COC(=O)c1c(C)[nH]c(C(=O)/C=C/c2ccccc2Cl)c1C	2.1%	0.5%	3.4%	-4.2%	5.8%
CCCn1c(N2CCN(C(=O)N3CCCCC3)CC2)nc2ccccc21	i	1.0%	-7.3%	9.9%	1.7%
COc1ccc(OCC(=O)N2CCN(CC3CC4C=CC3C4)CC2)cc1 (centres undefined)	0.2%	-7.0%	-0.5%	5.2%	-1.2%
O=C(CSc1nc2cc([N+](=O)[O-])ccc2n1-c1ccccc1)NCc1ccc2c(c1)OCO2	3.0%	-0.7%	4.3%	16.2%	-3.3%
C/C(=N\Nc1ccc(C(=O)O)cc1)c1ccc(S(=O)(=O)NCc2ccco2)cc1	0.4%	-5.8%	19.6%	-11.3%	0.2%
COc1ccc(CN(C(=O)CNC(=O)c2ccco2)C(C(=O)NCC2CCCO2)c2ccccc2)cc1 (centres undefined)	0.8%	-9.8%	5.5%	-0.8%	13.2%
O=C(CSc1nnc(COc2ccccc2)o1)N1CCCC1	0.5%	11.6%	-6.0%	?	5.2%
CCOCCCNC(=O)C(NC(=O)c1ccccc1O)c1ccccc1 (centres undefined)	i	3.5%	-7.1%	0.5%	2.9%
O=C(NC1CCCCC1)c1cc(-c2ccccn2)nc2ccccc12	3.9%	-9.5%	15.6%	9.6%	-14.9%
CCOC(=O)N/N=C(/C)c1ccc(N2C(=O)C3CCCCC3C2=O)cc1 (centres undefined)	0.3%	-1.0%	7.6%	5.6%	-3.1%
NC(=O)Nc1ccc(C(=O)OCC(=O)Nc2cccc(S(=O)(=O)NC3=NCCC3)c2)cc1	1.4%	.	-3.5%	14.4%	-3.6%
COc1ccc(-c2ccc(SCC(=O)NC3CCCCC3)nn2)cc1	i	-0.1%	1.7%	15.4%	-9.7%

At a glance, 2 of the compounds above:
SMILES	VEEV TC-83 Vero	Salmonella PhoP GFP	H37Rv inhibition	tuberculosis growth	influenza NS1A	others
O=C(CSc1nnc(COc2ccccc2)o1)N1CCCC1	0.5%	11.6%	-6.0%	?	5.2%
CCOCCCNC(=O)C(NC(=O)c1ccccc1O)c1ccccc1 (centres undefined)	i	3.5%	-7.1%	0.5%	2.9%

(cont.)
SMILES	VEEV TC-83 Vero	Salmonella PhoP GFP	H37Rv inhibition	tuberculosis growth	influenza NS1A	others
C/C(Cc1ccccc1)=N\NC(=O)CNC(=O)/C=C\c1ccccc1	i	-6.5%	-1.8%	8.8%	.
CSc1ccc(S(=O)(=O)N2CCC(C(=O)N3CCc4ccccc4C3)CC2)cc1	1.4%	-9.5%	39.4%	26.2%	5.0%
COc1cc(OC)cc(-c2nn[nH]n2)c1	0.5%	-1.1%	-4.5%	-11.3%	2.8%
O=C(CCN1CCN(c2ccccc2)CC1)NNC(=O)Cc1ccccc1Cl	i	.	-5.8%	-10.2%	-14.6%
O=C(Nc1ccccc1)c1ccc2ccccc2n1	1.9%	-0.3%	-3.2%	21.6%	-9.7%
C[N+](C)(C)CCCCCC[N+](C)(C)C	0.6%	-25.1%	-5.4%	-5.1%	-11.5%
Cc1nn(-c2ccccc2)nc1-c1nnc(-c2ccc(C(F)(F)F)cc2)o1	1.4%	5.7%	3.1%	-1.8%	-0.5%
COc1ccc(OC(=O)/C=C/c2ccc([N+](=O)[O-])cc2)cc1	0.9%	-6.1%	?	?	-2.7%
CS(=O)(=O)N1CCc2cc(C(=O)N3CCOCC3)ccc21	0.9%	0.1%	-7.8%	2.2%	1.0%
O=[N+]([O-])c1ccccc1NC1CCN(Cc2ccccc2)CC1	i	3.1%	-5.5%	-7.1%	10.5%
Cc1noc(C)c1C(=O)OCC(=O)NC(=O)NC12CC3CC(CC(C3)C1)C2	i	6.3%	-17.0%	33.2%	7.2%
Cc1cc(NC(=O)CN2CCN(C/C=C/c3ccccc3)CC2)c([N+](=O)[O-])cc1C	0.2%	-4.2%	-4.9%	13.7%	5.2%
O=S(=O)(Nc1cccc(Oc2ccc(Cl)cc2)n1)c1ccc(F)cc1	i	5.3%	2.6%	9.4%	-2.1%
O=C(Nc1cccc(Cl)c1)N1CCCCCC1	0.1%	-3.0%	4.7%	45.7%	-47.2%
O=C1/C(=C/c2cccs2)Cc2ccccc21	0.2%	-15.0%	-14.1%	21.3%	-12.3%
CCOc1cc(N2CCOCC2)c(OCC)cc1NC(=O)CN1CCc2ccccc2C1	2.2%	-1.7%	1.6%	0.1%	-1.2%
CCc1ccc2oc(-c3ccc(OC)cc3)cc(=Nc3cccc(C(=O)O)c3)c2c1	6.6%	10.0%	39.4%	17.8%	-6.6%
COc1ccc(OC)c(NC(=O)CSc2nnc(-c3ccncc3)s2)c1	4.1%	4.7%	-14.3%	25.6%	-11.6%
COc1ccc(CCNC(=S)NCCc2ccc(OC)c(OC)c2)cc1OC	2.8%&0.1%	-14.4%	8.7%	-9.2%	.
Cc1cc(=O)[nH]c(/N=C(\N)Nc2ccc3c(c2)OCCO3)n1	2.3%	8.0%	-6.8%	-6.2%	2.1%
O=C(c1cccs1)N(Cc1ccco1)c1nc(-c2ccc(F)cc2)cs1	1.3%	-3.4%	6.8%	-3.6%	-1.0%
CCCOCC1CC2(CC(C)(c3csc(N)n3)OC2=O)C(=O)O1 (centres undefined)	0.6%	3.0%	-3.4%	-2.0%	-8.1%
c1ccc2c(c1)ncn2-c1ncnc2sc3c(c12)CCCC3	6.6%	10.1%	8.0%	20.7%	1.9%
COc1ccc(NC(=S)N(CCN2CCOCC2)Cc2ccccc2F)cc1	0.9%	2.9%	-6.3%	20.4%	-0.8%
O=C(c1cccs1)N1CCN(C(=O)c2cn(-c3ccccc3)nc2-c2ccccc2)CC1	?	.	10.7%	37.1%	-12.6%
O=c1oc2ccccc2c(N2CCCCC2)c1CN1CCCCC1	i	2.6%	0.2%	51.1%	1.6%
CC(C)NC(=O)NS(=O)(=O)c1cnccc1N1CCCCC1	0.3%	-4.4%	3.9%	11.8%	-3.2%
O=c1[nH]c(=O)n(C2CCCCCC2)c(O)c1C=NC1CCN(Cc2ccccc2)CC1	i	10.4%	-8.4%	.	12.3%	VEEV TC-83 Vero 10K pilot screen=1.9
O=C(c1ccccc1Br)N1CCN(c2ccccc2)CC1	1.1%	-6.7%	4.2%	56.7%	-0.3%
CCOC(=O)C1(Cc2ccc(OC)cc2)CCN(C(=O)CN2CCN(CC)CC2)CC1	1.4%	-6.1%	5.2%	-25.9%	-0.3%
COc1ccc(CN2CCNC(=O)C2CC(=O)NCCCn2cccn2)c(OC)c1 (centres undefined)	1.3%	-8.3%	8.7%	17.2%	-6.2%
Cc1ccc(/C=C2\SC(=S)N(CCCC(=O)Nc3cc(C)on3)C2=O)cc1	i	-3.5%	2.5%	6.7%	12.8%
Cc1ccc(C(=O)NNC(=O)c2nn(-c3ccc(F)cc3)ccc2=O)cc1	0.1%	3.1%	-3.2%	18.7%	9.2%
COc1ccc(-c2nnc(-c3ccccc3)o2)cc1OC	4.9%	-0.2%	69.8%	74.8%	-9.0%
O=S1(=O)CCOC[C@H](CC2CCCCC2)N1Cc1ccccc1Br	3.1%	-0.8%	-4.0%	10.5%	7.1%
COC(=O)C1=C(C)NC(=O)NC1C1CC=CCC1 (centres undefined)	0.1%	3.1%	4.5%	5.6%	-1.7%
CNC(=O)COC(=O)c1cc(-c2ccco2)nc2ccccc12	0.7%	-1.8%	9.8%	3.2%	13.1%

Gathered by group: those above containing fluorine (nine)
SMILES	VEEV TC-83 Vero	Salmonella PhoP GFP	H37Rv inhibition	tuberculosis growth	influenza NS1A	others
CC(C)C[C@H]1CN=C(Nc2ccccc2)N1CCc1cccc(F)c1	i	.	2.5%	6.6%	14.7%
O=C(O)c1ccccc1Nc1cccc(C(F)(F)F)c1	0.6%	-5.2%	-4.7%	40.4%	-1.3%
COc1ccc(-c2noc(CCC(=O)N3CCN(c4cccc(C(F)(F)F)c4)CC3)n2)cc1	3.0%	13.4%	-5.0%	18.9%	-2.8%
Nc1c(C(=O)Nc2cccc(F)c2)nnn1-c1ccc2c(c1)OCCO2	1.5%	10.9%	7.4%	-2.8%	3.3%
Cc1nn(-c2ccccc2)nc1-c1nnc(-c2ccc(C(F)(F)F)cc2)o1	1.4%	5.7%	3.1%	-1.8%	-0.5%
O=S(=O)(Nc1cccc(Oc2ccc(Cl)cc2)n1)c1ccc(F)cc1	i	5.3%	2.6%	9.4%	-2.1%
O=C(c1cccs1)N(Cc1ccco1)c1nc(-c2ccc(F)cc2)cs1	1.3%	-3.4%	6.8%	-3.6%	-1.0%
COc1ccc(NC(=S)N(CCN2CCOCC2)Cc2ccccc2F)cc1	0.9%	2.9%	-6.3%	20.4%	-0.8%
Cc1ccc(C(=O)NNC(=O)c2nn(-c3ccc(F)cc3)ccc2=O)cc1	0.1%	3.1%	-3.2%	18.7%	9.2%
